Screens: PubChem, several laboratories
RmlCD inh mix – inhibitors of RmlC and RmlD coupled enzymes; RmlC/RmlD coupled enzyme inhibition, 384-well mixture HTS; inhibition, % at 5.5 µM; actives 0.39% (n = 110,000); AID 1532; in the data active means inhibition above about 30%, passing the limit was not always enough; inconclusive means no clear call, values can overlap the other calls; further: strong numbers were not always called active
HIV RNase H inh – blocks HIV-1 RNase H cleavage of RNA/DNA duplex; inhibition, % at 10 µM; P04585; RT-RNase H RNA/DNA duplex cleavage, fluorescence; actives 1.9% (n = 65,000); in the data active means inhibition above about 50%
Starred values were filed as active, the others as inactive. Not all compounds are listed, so the mix of outcomes need not match the whole.

CCCCN(CC)CCCNC(=O)C1c2ccccc2C(=O)N(C)C1c1cn(C)c2ccccc12 (configuration not stated) was read as RmlCD inh mix -6.8.
Screening CSCC[C@H](NC(=O)OC(C)(C)C)c1nnc(SCc2ccc(F)cc2)o1 returned RmlCD inh mix -11.7 and HIV RNase H inh 5.6.
Screening CCOc1ccccc1NC(=O)N1CCC(NC(=O)c2ccccc2C)CC1 returned RmlCD inh mix -15.5 and HIV RNase H inh 1.0.
Screening NCC12CC3CC(C1)CC(CN)(C3)C2 returned RmlCD inh mix -11.6 and HIV RNase H inh 5.9.
For CCCOc1ccc(C(=O)N2CCCC2C(=O)O)cc1 (configuration not stated) the results were RmlCD inh mix 53.6 and HIV RNase H inh -8.5.
`Cc1nc(CNS(=O)(=O)c2ccc(Oc3ccccc3)cc2)cs1` gave RmlCD inh mix -10.2 and HIV RNase H inh -18.0.
`CCCCOc1cc(CC2CNC(=O)N2)ccc1OC` (configuration not stated) gave RmlCD inh mix 7.4.
Cc1ccc(/C=N/NC(=O)CC2N=C(Cc3ccccc3)NNC2=O)cc1 (configuration not stated) was read as RmlCD inh mix -6.1.
C#CCN1C(=O)C(O)(CC(=O)c2ccc(OC)c(OC)c2)c2ccccc21 (configuration not stated) was read as RmlCD inh mix -0.1 and HIV RNase H inh 4.5.
O=C(NCC1CCCO1)C1CC(=O)N(C2CCCCCC2)C1 (configuration not stated) was read as RmlCD inh mix 5.5 and HIV RNase H inh -7.7.
Cc1cc(C(=O)CSc2nnc(Cc3ccccc3)o2)c(C)n1Cc1ccc2c(c1)OCO2 was read as RmlCD inh mix 0.7 and HIV RNase H inh -37.2.
COc1ccc(N(CC(=O)N2c3ccccc3CC2C)S(=O)(=O)c2c(C)nn(C)c2C)cc1 (configuration not stated) was read as RmlCD inh mix 8.0 and HIV RNase H inh -1.9.
`O=C(CSc1nnc(-c2cccs2)n1Cc1ccccc1)NCc1ccc2c(c1)OCO2` gave RmlCD inh mix -8.4.
For Cn1c(=O)oc2cc(S(=O)(=O)N3CCCC3)ccc21 the results were RmlCD inh mix 3.7 and HIV RNase H inh -10.2.
Screening CCCc1ccc(C(C)NC(=O)c2cnccn2)cc1 (configuration not stated) returned RmlCD inh mix -0.3 and HIV RNase H inh -1.6.
For O=c1c2ccccc2nc(-c2ccco2)n1-c1ccccc1 the results were RmlCD inh mix 9.6.
CC(NC(=O)CC(O)(C(F)(F)F)C(F)(F)F)c1ccccc1 (configuration not stated) was read as RmlCD inh mix -6.2 and HIV RNase H inh -14.7.
`O=S(=O)(Nc1nc(CN2CCOCC2)nc2sc3c(c12)CCCC3)c1cc(F)ccc1F` gave RmlCD inh mix -9.1 and HIV RNase H inh -6.3.
Brc1ccc(-c2nnc(-c3ccccc3)c(N3CCSCC3)n2)cc1 was read as RmlCD inh mix inconclusive.
Screening COc1ccc(Cl)cc1C(=O)NCc1cn(C)nc1C returned RmlCD inh mix 10.4.
For CCn1cc(C(=O)Nc2ccc(NC(=O)c3ccco3)cc2)c(=O)c2ccc(C)nc21 the results were HIV RNase H inh -8.0.
For COc1ccccc1S(=O)(=O)Cc1ccc(C(=O)N2CCN(c3ccccn3)CC2)o1 the results were RmlCD inh mix 3.2 and HIV RNase H inh -8.6.
NC(=O)c1c(-c2ccccc2)oc2ccc(O)cc12 was read as RmlCD inh mix -8.0 and HIV RNase H inh -7.1.
Screening COc1cccc2cc(C(C)=O)c(=O)oc12 returned RmlCD inh mix 6.7 and HIV RNase H inh -3.0.
Screening O=C(c1ccc(-c2ccccc2)cc1)N1CCN(c2ncccn2)CC1 returned RmlCD inh mix -11.4 and HIV RNase H inh -12.7.
For CCCCn1c(O)c(C(C)=NCCCN(C)C)c(=O)[nH]c1=O the results were RmlCD inh mix -0.2 and HIV RNase H inh -2.8.
Screening COC(=O)c1cc(OC)c(OC)cc1NC(=O)CCCCCN1C(=O)CCC1=O returned RmlCD inh mix 9.2 and HIV RNase H inh -7.9.
For CC(C)CC(c1nnnn1C(C)(C)C)N1CCN(C2CCCC2)CC1 (configuration not stated) the results were RmlCD inh mix 16.0 and HIV RNase H inh -7.3.
For COc1cccc(NC(=O)c2ccccc2-c2nc(-c3ccc(F)cc3)no2)c1 the results were RmlCD inh mix -28.3 and HIV RNase H inh -3.7.
Screening COc1ccc(C(=O)/C=C/Nc2cccc(O)c2)cc1 returned RmlCD inh mix -5.7.
Screening C=CCOC(=O)C1=C[C@@H](c2ccc3c(c2)OCO3)C[C@@H](OCCCCO)O1 returned RmlCD inh mix -5.4.
O=C(NC1(C(F)(F)F)C(=O)Nc2c1c(=O)[nH]c(=O)n2-c1ccccc1)c1cccnc1 (configuration not stated) was read as RmlCD inh mix 5.1 and HIV RNase H inh 9.2.
`CN1CCN(CC(=O)Nc2sc3c(c2C#N)CCC(C(C)(C)C)C3)CC1` (configuration not stated) gave RmlCD inh mix -9.7 and HIV RNase H inh -21.7.
`CCCC(=O)Nc1cccc(C(=O)Nc2nccs2)c1` gave RmlCD inh mix -14.9 and HIV RNase H inh -2.7.
For c1csc(-c2nc3nc4ccccc4nc3n2Cc2ccc3c(c2)OCO3)c1 the results were RmlCD inh mix -20.2 and HIV RNase H inh -23.8.
For COc1ccc(-c2noc(-c3ccccc3C(=O)Nc3cccnc3)n2)cc1 the results were RmlCD inh mix -25.9 and HIV RNase H inh -4.5.
`Cn1c(=O)oc2cc(S(=O)(=O)NCCC(=O)NC3CCCc4ccccc43)ccc21` (configuration not stated) gave RmlCD inh mix -7.1 and HIV RNase H inh -8.3.
For CCn1c(Cc2ccccc2)nnc1SCC(=O)Nc1nc(C)c(C)s1 the results were RmlCD inh mix -13.1 and HIV RNase H inh 64.4*.
CCc1ccccc1NC(=O)N[C@H](C(=O)O)C(C)C was read as RmlCD inh mix -6.5.
Screening Cc1ccc(OCCC(=O)OCC(=O)Nc2ccc(Cl)cn2)cc1 returned RmlCD inh mix -3.3 and HIV RNase H inh -0.5.
`O=C(c1ccco1)N1CCN(C(c2ccccn2)c2nnnn2C2CCCC2)CC1` (configuration not stated) gave RmlCD inh mix 7.1 and HIV RNase H inh -0.6.
For CC(=O)Nc1ccc(S(=O)(=O)Nc2nc(CN3CCOCC3)nc3sc4c(c23)CCCC4)cc1 the results were RmlCD inh mix -5.7.
Screening CCN1C(=O)/C(=C/c2cn(C)nc2C)SC1=S returned RmlCD inh mix 9.8.
`Cc1ccc(S(=O)(=O)NC(C)(C)CSc2nnc(Nc3ccccc3)s2)cc1` gave RmlCD inh mix 7.9.
For O=c1c(C(c2ccccc2)c2c(O)nc3n(c2=O)CCCS3)c(O)nc2n1CCCS2 the results were RmlCD inh mix -3.2.
For O=C(OCC(=O)N1CCN(C(=O)c2ccco2)CC1)C1=COCCO1 the results were RmlCD inh mix 8.8 and HIV RNase H inh -4.8.
`Cc1ccc(N)cc1CN1CCCC1=O` gave RmlCD inh mix 3.9 and HIV RNase H inh 2.8.
Screening O=C(c1cccnc1)N1CCN(S(=O)(=O)c2ccc3ccccc3c2)CC1 returned RmlCD inh mix -8.8.
`Cc1ccc(SCc2cc(=O)[nH]c(/N=C(\N)Nc3ccc(C)c(C)c3)n2)cc1` gave RmlCD inh mix -8.0.
`COC(=O)N1CC=CC1(C)C(=O)NCc1cc(F)cc(C(F)(F)F)c1` (configuration not stated) gave RmlCD inh mix 4.4.
For CCc1ccc(OCC(=O)NC(=S)Nc2ccc(C(C)=O)cc2)c(Br)c1 the results were RmlCD inh mix 5.6.
`Clc1ccc(NC2=NCCC2)cc1Cl` gave RmlCD inh mix -3.5 and HIV RNase H inh -1.1.
`CCOc1ccc(-n2c(COc3ccccc3)nnc2SCC(N)=O)cc1` gave RmlCD inh mix 9.5 and HIV RNase H inh 0.0.
Screening c1ccc(C2[C@H]3CN(CC4CCCCC4)[C@H](c4ccccc4)C34CC2(c2cccnc2)C4)cc1 (some centres not stated) returned RmlCD inh mix -5.4.
`COc1cc2[nH]c(=S)n(NC(=O)CC(C)C)c(=O)c2cc1OC` gave RmlCD inh mix 6.8 and HIV RNase H inh 2.4.
Screening O=C(c1cccc(Cl)c1)N(Cc1cccs1)C1CCS(=O)(=O)C1 (configuration not stated) returned RmlCD inh mix 1.2 and HIV RNase H inh 5.2.
Screening Cc1cc2nc(SC(C)C(=O)O)[nH]c2cc1C (configuration not stated) returned RmlCD inh mix -85.5 and HIV RNase H inh 3.6.
For O=C(CN1C(=O)C2CC=CCC2C1=O)NC1CCCc2ccccc21 (configuration not stated) the results were RmlCD inh mix -10.3.
For C#CCOCCOCCOCCNc1nc(N2CCN(C(=O)Cn3cc(CCO)nn3)CC2)nc(N2CCN(C(=O)[C@H](C(C)C)n3cc(CCO)nn3)CC2)n1 the results were RmlCD inh mix -5.5.
For N#CCC(=O)N1CCn2c1nc1ccccc12 the results were RmlCD inh mix -11.6 and HIV RNase H inh -7.2.

In the list so far, these have a COOH group:
For CCCOc1ccc(C(=O)N2CCCC2C(=O)O)cc1 (configuration not stated) the results were RmlCD inh mix 53.6 and HIV RNase H inh -8.5.
CCc1ccccc1NC(=O)N[C@H](C(=O)O)C(C)C was read as RmlCD inh mix -6.5.
Screening Cc1cc2nc(SC(C)C(=O)O)[nH]c2cc1C (configuration not stated) returned RmlCD inh mix -85.5 and HIV RNase H inh 3.6.

Structures above with a tert-butyl group, in the order listed:
Screening CSCC[C@H](NC(=O)OC(C)(C)C)c1nnc(SCc2ccc(F)cc2)o1 returned RmlCD inh mix -11.7 and HIV RNase H inh 5.6.
For CC(C)CC(c1nnnn1C(C)(C)C)N1CCN(C2CCCC2)CC1 (configuration not stated) the results were RmlCD inh mix 16.0 and HIV RNase H inh -7.3.
`CN1CCN(CC(=O)Nc2sc3c(c2C#N)CCC(C(C)(C)C)C3)CC1` (configuration not stated) gave RmlCD inh mix -9.7 and HIV RNase H inh -21.7.

(next part)
`COc1ccc(Nc2nc3ccccc3nc2NS(=O)(=O)c2cccs2)cc1` gave RmlCD inh mix -4.1.
For CC(C)(C)CN1C(=O)C(=O)NC[C@H]1Cc1cccc2ccccc12 the results were RmlCD inh mix -1.5.
NC(=O)c1ccc(NC(=O)c2ccc3c(c2)OCO3)cc1 was read as RmlCD inh mix -12.3.
Screening CC(C)(C)OC(=O)N1CCC[C@@H]1C(=O)N1CCC(C(=O)O)CC1 returned RmlCD inh mix 6.7 and HIV RNase H inh -2.3.
For O=C(NCCN1CCOCC1)c1noc2c1CCc1ccccc1-2 the results were RmlCD inh mix 7.2 and HIV RNase H inh 0.7.
For O=C(c1ccccc1Oc1ccccc1)N1CCN(c2ccc(F)cc2)CC1 the results were RmlCD inh mix 43.2.
Screening COCCCNC(=O)CCn1c(=O)c2ccccc2n(CC(=O)Nc2cc(Cl)ccc2C)c1=O returned RmlCD inh mix -10.9 and HIV RNase H inh 27.2.
For Cc1ccc(SCc2[nH]nc3c2C(c2ccc(C)o2)C(C#N)=C(N)O3)cc1 (configuration not stated) the results were RmlCD inh mix 9.7 and HIV RNase H inh -7.1.
`CC(=O)Nc1ccc(C(=O)CSc2nnnn2C(C)C)cc1` gave RmlCD inh mix -7.1 and HIV RNase H inh -2.7.
For CN(C)c1nc(N)nc(CSc2n[nH]c(-c3ccccc3)n2)n1 the results were RmlCD inh mix -14.4 and HIV RNase H inh -22.1.
For Cc1ccccc1Cn1nc(C)c(NC(=O)c2sc3ccccc3c2Cl)c1C the results were RmlCD inh mix -7.9.
For Cc1cc(C)c2c(c1)-c1cc(C)nn1C(c1cccnc1)N2 (configuration not stated) the results were RmlCD inh mix 8.6.
`COc1ccc(NC(=O)Cn2nnc(C(=O)NCc3ccccc3)c2N)cc1Cl` gave RmlCD inh mix -6.7 and HIV RNase H inh -2.4.
`COC(=O)c1cc(NCc2ccccc2F)ccc1N1CCOCC1` gave RmlCD inh mix -32.1 and HIV RNase H inh -8.0.
For CCOC(=O)C/C(C)=N/NC(=O)c1cccs1 the results were RmlCD inh mix 6.9.

Four compounds from above, ordered by count of non-hydrogen atoms, lowest first.
NC(=O)c1ccc(NC(=O)c2ccc3c(c2)OCO3)cc1 was read as RmlCD inh mix -12.3.
`CC(=O)Nc1ccc(C(=O)CSc2nnnn2C(C)C)cc1` gave RmlCD inh mix -7.1 and HIV RNase H inh -2.7.
For CN(C)c1nc(N)nc(CSc2n[nH]c(-c3ccccc3)n2)n1 the results were RmlCD inh mix -14.4 and HIV RNase H inh -22.1.
For O=C(c1ccccc1Oc1ccccc1)N1CCN(c2ccc(F)cc2)CC1 the results were RmlCD inh mix 43.2.

The list continues.
`Cc1cc(C)nc(/N=C2\NC(=O)CC(C(=O)O)N2c2ccc(Oc3ccccc3)cc2)n1` (configuration not stated) gave RmlCD inh mix 4.9 and HIV RNase H inh 0.9.
`CCCCn1c(N)c(N(CCC(C)C)C(=O)COC(=O)c2ccco2)c(=O)[nH]c1=O` gave RmlCD inh mix 5.6 and HIV RNase H inh -0.5.
Screening CC(=O)Nc1ccc2nc(-c3cccnc3)[nH]c2c1 returned HIV RNase H inh -5.2.
For CC1CCN(c2nnc(N)s2)CC1 the results were RmlCD inh mix 16.5 and HIV RNase H inh 16.4.
Screening CCOC(=O)CNC(=O)CSc1nc2ncc(Br)cc2[nH]1 returned RmlCD inh mix 17.0 and HIV RNase H inh 2.1.
For COc1ccc(N2CCN(c3oc(COc4ccc(Cl)cc4Cl)nc3C#N)CC2)cc1 the results were RmlCD inh mix 14.4 and HIV RNase H inh 0.6.
CC(=O)Oc1ccc(C(=O)Nn2cnnc2)cc1 was read as RmlCD inh mix 7.4.
COc1ccccc1C(c1nnnn1C(C)(C)C)N1CCCCCC1 (configuration not stated) was read as RmlCD inh mix -5.8 and HIV RNase H inh -1.1.
`COc1ccccc1NC(=O)c1cc(S(=O)(=O)N2CCOCC2)ccc1Cl` gave RmlCD inh mix -8.7 and HIV RNase H inh -12.2.
`O=C(CCCn1c(=O)[nH]c2cc(Cl)ccc2c1=O)NCCCN1CCCC1` gave RmlCD inh mix -1.1 and HIV RNase H inh -5.7.
Screening c1ccc(NCn2cncn2)nc1 returned RmlCD inh mix 7.3.
`CN(C)c1ccc(C2C3C(=O)N(c4ccc(C(=O)O)cc4)C(=O)C3ON2c2ccccc2)cc1` (configuration not stated) gave RmlCD inh mix 5.7 and HIV RNase H inh 18.3.
